Source: PubChem (National Center for Advancing Translational Sciences (NCATS))
RXFP1 antagonist: blocks the human relaxin receptor RXFP1; Q9HBX9; HEK293-RXFP1, relaxin-stimulated cAMP HTRF, 30 min; active compounds read low; activity change, negative = inhibition, % at 57.5 µM; 350,000 tested, 0.59% active;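 active means activity change of -60% or lower, but not beyond a set lower limit; inconclusive means change between -60% and -40%, or beyond the set limit; inactive means change above -40%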; further: on the % scale 0 is the no-effect control and ±100 the full control effect
TRHR agonist: activates the human TRH receptor; TRHR cells, calcium flux fluo-8, FDSS agonist mode; activation, % at 2 µM; 360,000 tested, 0.18% active; AID 493084; in the data active means activation above about 30%; further: 0% is about no effect
Target sequence (P34981 whole entry, looked up): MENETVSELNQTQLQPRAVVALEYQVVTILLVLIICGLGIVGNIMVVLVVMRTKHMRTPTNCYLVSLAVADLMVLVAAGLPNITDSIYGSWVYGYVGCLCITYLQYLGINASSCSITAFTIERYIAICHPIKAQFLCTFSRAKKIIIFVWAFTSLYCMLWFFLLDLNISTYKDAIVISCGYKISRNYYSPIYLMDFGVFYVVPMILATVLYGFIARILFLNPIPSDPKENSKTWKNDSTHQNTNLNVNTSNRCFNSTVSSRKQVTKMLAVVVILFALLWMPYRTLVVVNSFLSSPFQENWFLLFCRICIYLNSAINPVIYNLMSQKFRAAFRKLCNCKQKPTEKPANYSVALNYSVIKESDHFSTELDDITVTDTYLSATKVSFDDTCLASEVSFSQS
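TRHR-expressing cells loaded with fluo-8 calcium dye; 23 nL library compound pin-transferred, kinetic FDSS fluorescence (Ex 480/Em 530) recorded about 180 s for agonist-induced calcium release, before a 10 nM TRH EC20 addition for potentiator mode.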
TRHR PAM: allosterically enhances the human TRH receptor; P34981; TRHR cells, fluo-8 calcium fluorescence, EC20 TRH enhancement; enhancement, % at 2 µM; 360,000 tested, 0.66% active; in the data active means enhancement above about 30%; further: 0% is about no effect
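TRHR-expressing cells loaded with fluo-8 calcium dye were read kinetically (ex 480/em 530) during compound addition, then stimulated with an EC20 of TRH (10 nM final). Enhancement of the Gq-mediated intracellular calcium response was scored.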
D1 potentiator: human D1 dopamine receptor positive modulation; P21728; potentiation, % at 10 µM; 360,000 tested, 0.036% active; HEK293 TREx D1 cells, calcium flux, dopamine EC20 potentiation; AID 504651; in the data active means potentiation above about 30%; further: 0% is about no effect
Target sequence (P21728 whole entry, looked up): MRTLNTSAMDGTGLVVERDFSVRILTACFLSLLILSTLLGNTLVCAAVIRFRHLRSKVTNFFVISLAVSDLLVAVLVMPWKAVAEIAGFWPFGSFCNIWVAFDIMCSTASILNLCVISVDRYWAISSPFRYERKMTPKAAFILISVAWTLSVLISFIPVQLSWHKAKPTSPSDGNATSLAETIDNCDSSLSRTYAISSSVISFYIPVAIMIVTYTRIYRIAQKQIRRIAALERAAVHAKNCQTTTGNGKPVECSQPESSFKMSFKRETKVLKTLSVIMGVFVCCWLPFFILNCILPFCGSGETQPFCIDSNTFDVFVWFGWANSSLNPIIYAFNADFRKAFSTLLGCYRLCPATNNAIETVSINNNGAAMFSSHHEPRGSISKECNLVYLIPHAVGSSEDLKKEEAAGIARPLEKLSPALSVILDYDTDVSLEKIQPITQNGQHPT
RXFP1 agonist: RXFP1 (human) receptor agonism; Q9HBX9; HEK293T-RXFP1 cAMP TR-FRET, 30 min; response scale: percent of porcine relaxin response, buffer zero; Potency, µM (series often up to 57.5 µM), inactives show at the top dose activation, usual class: activators; 370,000 tested, 0.3% active; further: potency means the concentration at half of the fitted maximal effect; on the % scale 0 is the no-effect control and ±100 the full control effect; nearly all actives have a fitted effect of over 60% in size; many of its hits are not listed in these tables
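Agonist response is measured as cAMP accumulation in an RXFP1-transfected HEK293T line under PDE4 inhibition. Values are scaled between buffer-only and 29 nM porcine relaxin, and EC50s come from standard Hill equation fits.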
D1 antagonist: antagonists of human D1 dopamine receptor; HEK293 TREx D1 cells, calcium flux, dopamine EC80; active compounds read low; 360,000 tested, 3.2% active; activity change, negative = inhibition, % at 10 µM; AID 504652; in the data active means activity change below about -30%; further: on the % scale 0 is the no-effect control and ±100 the full control effect
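Kinetic fluorescence of a calcium dye serves as the read-out. D1-expressing Hek293 Trex cells, induced overnight at 30 C, are exposed to compound for 180 s before an EC80 dopamine addition, then read 180 s further.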
D1 agonist: human D1 receptor agonism | P21728 | HEK293 T-REx D1 cells, calcium flux, agonist mode | activation, % at 2 µM | 360,000 tested, 1% active | AID 504660; in the data active means activation above about 30%; further: 0% is about no effect
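Agonism was scored from calcium flux recorded over 180 s (1 read/s) after pintool compound addition, following a 10-cycle baseline. Cells were inducible force-coupled HEK293 TREx D1, plated overnight at 30 C and loaded with no-wash calcium dye.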
D2 PAM: positive allosteric modulators of human D2 dopamine receptor. P14416. HEK293 T-REx D2, calcium flux, EC20 dopamine potentiation. potentiation, % at 10 µM. 340,000 tested, 0.34% active. AID 485347;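 active means potentiation over 3 SD above the plate norm, cut at about 30% in these data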; further: 0% is about no effect
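Potentiation of an EC20 dopamine calcium response is measured in a force-coupled, tetracycline-inducible Hek293 Trex D2 line. Compound-only kinetic reads over 180 s flag agonists before dopamine addition.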
Anesthetic bind: binds horse apoferritin like a general anesthetic | 350,000 tested, 0.074% active | Potency, µM (titrated, usually from 77.5 µM), for the others: top-dose activity change, negative = displacement, most hits filed as inhibitors | apoferritin/1-aminoanthracene competitive binding, fluorescence; further: potency means the concentration at half of the fitted maximal effect; on the % scale 0 is the no-effect control and ±100 the full control effect; nearly all actives have a fitted effect of over 20% in size
Target sequence (P02791 2-175 limits assumed): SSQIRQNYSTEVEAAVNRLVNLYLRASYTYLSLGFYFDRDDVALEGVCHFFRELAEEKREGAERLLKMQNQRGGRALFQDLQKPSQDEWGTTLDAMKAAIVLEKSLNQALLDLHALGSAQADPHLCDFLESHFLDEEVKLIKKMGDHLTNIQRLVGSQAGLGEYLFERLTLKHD
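Horse-spleen apoferritin (10 uM) was mixed with 50% saturated 1-aminoanthracene in PBS, exposed to compounds for 10 min at room temperature, and read for fluorescence (ex 380 nm, em 535 nm). Competitive displacement was fitted with a four-parameter Hill equation.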
* marks the source's active call; other numbers are inactive results; ? = inconclusive; . = not tested or not shown; & = joins results of further samples; [ ] = another dose, or the depositor's remark. Unless noted, the call rests on the fitted dose curve; in most records, active means well fitted curve in the direction sought with a large enough effect; inconclusive means small, poorly fitted or top-dose-only effect, or another doubt; inactive means no such curve, though single readings can be large; an effect the other way counts as inactive or inconclusive. A portion of the library (hit frequency here may not be typical).

Screens in order – RXFP1 antagonist	TRHR agonist	TRHR PAM	D1 potentiator	RXFP1 agonist	D1 antagonist	D1 agonist	D2 PAM	Anesthetic bind
- CC(O)C(C(=O)OCc1ccc([N+](=O)[O-])cc1)N1C(=O)c2ccccc2C1=O (stereo unspecified)
  -6	0.1	-2	-5	1.3%	4	10	8	-2%
- CCn1c(=O)c(-c2ccccc2)c(O)c2ccccc21
  -7	-0.4	-2	2	3.3%	-3	1	-6	-4%
- Cc1cc(NC(=O)[C@H](C)NC(=O)c2ccco2)ccc1Br
  5	0.4	1	7	-2.3%	6	2	-3	-7%
- COc1ccc(Nc2cc(=O)oc3ccccc23)cc1
  5	0.8	4	-5	10%	-5	2	.	103%[activator]
- O=C(NCc1ccccn1)c1ccc([N+](=O)[O-])cc1
  5	-0.1	0	0	4.3%	7	2	-6	2%
- CC(=O)c1ccc(N2CCN(C(=O)C3CCN(S(=O)(=O)Cc4ccccc4)CC3)CC2)cc1
  -1	-1.0	-11	0	0.0%	-4	4	0	-13%
- O=C1N(CCCN2C(=O)C3(OCCO3)c3ccccc32)c2ccccc2C12OCCO2
  -9	0.0	-3	1	2.2%	6	2	4	-13%
- CCCCCCC(=O)NCC(=O)OCC(=O)c1ccccc1
  -3	-0.1	15	2	0.5%	-7	1	10	?
- COC(=O)CN(C(=O)CSc1nnc(-c2cccc(OC)c2)o1)c1ccc(OC)cc1
  -23	-0.1	6	3	6.1%	0	3	.	-8%
- CCCCCOC(=O)C1=C(C)Nc2nnnn2C1c1ccc(OC)c(OC)c1OC (stereo unspecified)
  11	-0.1	2	-4	2.0%	15	5	2	?
- CCC(C)(C)C1CCc2[nH]nc(C(=O)NCc3ccc(OC)cc3)c2C1 (stereo unspecified)
  .	0.1	3	4	-0.4%	13	2	-6	.
- CCn1c(=O)c2ccccc2n(Cc2ccc([N+](=O)[O-])cc2)c1=O
  3	-0.8	-14	-12	0.3%	-6	1	-5	-23%
- CCOC(=O)C1(Cc2ccccc2)CCN(Cc2cnc(N3CCOCC3)s2)CC1
  -6	1.1	0	-1	-3.2%	3	2	9	-4%
- CCN1CC2CCCC3(C1)C(=O)NC1(CCCCC1)N=C23 (stereo unspecified)
  12	0.6	0	4	0.6%	2	1	15	-12%
- COc1ccc(S(=O)(=O)N2CCC(C(=O)NCc3ccncc3)CC2)cc1Cl
  0	0.3	-9	-2	-0.3%	-10	0	.	9%
- CC1CCN(C(=O)c2ccc(S(=O)(=O)Cc3cc(F)ccc3F)c([N+](=O)[O-])c2)CC1
  -4	0.2	-2	0	1.2%	-9	3	-2	-2%
- CC1CCN(c2ccc(C(=O)NCc3ccc4c(c3)OCO4)cc2[N+](=O)[O-])CC1
  -5	0.0	-7	-6	1.5%	-7	1	5	-18%
- C=CCn1c(COc2cccc3ccc(C)nc23)nnc1SCC(=O)O
  15	0.7	9	3	-0.9%	6	2	-3	-4%
- Cc1cc(NS(=O)(=O)c2ccc(NC(=O)CCN3C(=O)c4ccccc4C3=O)cc2)no1
  26	0.0	5	0	0.3%	10	-2	8	14%
- COCCn1c(=O)c2c(nc3n2CC(C)CN3CCc2ccccc2)n(C)c1=O (stereo unspecified)
  7	0.9	-5	-10	-3.8%	-27	0	5	-11%
- COc1ccc(-c2c3c(=O)n(C)c(=O)n(C)c3c3n2-c2ccccc2NC3c2ccc(OC)cc2)cc1 (stereo unspecified)
  -11	-0.1	-2	-3	-2.9%	-14	1	-7	-11%
- COc1cc(C(=O)NCc2ccc(-c3nc4ccccc4o3)cc2)cc(OC)c1OC
  -6	0.0	6	0	11%	15	1	-16	-7%
- O=[N+]([O-])c1ccccc1S(=O)(=O)N1CCN(c2ccccc2)CC1
  -2	0.0	2	-1	1.4%	-3	6	-9	-2%
- COc1ccccc1OCC(O)Cn1nc(C)cc1C (stereo unspecified)
  ?	1.9	3	-6	0.3%	6	2	-8	?
- CCc1nc(SCC(=O)Nc2ccccc2C(=O)OC)n[nH]1
  -2	0.3	4	4	-1.8%	-6	-1	4	0%
- Cc1ccc(NC(=O)c2c(C(=O)Nc3ccccc3)sc3nc(C)cc(=O)n23)c(C)c1
  1	0.2	-3	0	5.1%	14	-1	8	?
- Cn1c(SCc2ccc(F)cc2Cl)nc2ccccc2c1=O
  2	-0.4	5	-3	-0.1%	-4	3	-8	.
- CCOc1ccc(S(=O)(=O)N(C(C)=O)c2ccc3oc(C)c(C(=O)OC)c3c2)cc1
  -16	-1.0	-4	4	0.8%	-9	1	-11	-10%
- O=C(NC(=S)NC(CO)Cc1ccccc1)c1ccc(F)cc1 (stereo unspecified)
  10	0.0	4	0	0.2%	-4	0	1	-10%
- O=C(NCCCN1CCN(c2ccc(F)cc2)CC1)C1CCCN(c2ncnc3c2nc2n3CCCCC2)C1 (stereo unspecified)
  2	0.5	-3	-10	0.0%	6	1	-5	-3%

2 of these compounds in another layout:
COc1ccc(Nc2cc(=O)oc3ccccc23)cc1
  RXFP1 antagonist: 5
  TRHR agonist: 0.8
  TRHR PAM: 4
  D1 potentiator: -5
  RXFP1 agonist: 10%
  D1 antagonist: -5
  D1 agonist: 2
  D2 PAM: .
  Anesthetic bind: 103%[activator]
O=C(NCc1ccccn1)c1ccc([N+](=O)[O-])cc1
  RXFP1 antagonist: 5
  TRHR agonist: -0.1
  TRHR PAM: 0
  D1 potentiator: 0
  RXFP1 agonist: 4.3%
  D1 antagonist: 7
  D1 agonist: 2
  D2 PAM: -6
  Anesthetic bind: 2%

Next records:
Screens in order – RXFP1 antagonist	TRHR agonist	TRHR PAM	D1 potentiator	RXFP1 agonist	D1 antagonist	D1 agonist	D2 PAM	Anesthetic bind
- Cc1ccc(NS(=O)(=O)c2ccc(-n3cccn3)cc2)cc1Cl
  0	0.2	1	-1	-0.5%	-7	5	-1	-23%
- CCc1ccc(CNC(=O)c2nn(-c3ccc(C)cc3)c(=O)c3c2c2ccccc2n3C)cc1
  4	-0.8	17	0	8.1%	-7	-2	3	11%
- c1ccc(-n2nnnc2-c2cnc(-c3ccncc3)nc2-c2cccs2)cc1
  -8	-0.5	2	-4	-0.2%	7	11	-1	-3%
- Cc1ccc(CNC(=O)c2ccc3nc(SCc4ccc(F)cc4)[nH]c3c2)cc1
  -10	0.6	11	-7	-3.0%	-21	5	-10	5%
- CCn1c(C)c(/C=N/Nc2nc3ccccc3s2)c2ccccc21
  1	0.3	9	-1	1.4%	-4	1	27	23%
- CC(NC(=O)/C=C/c1ccccc1)c1ccccc1 (stereo unspecified)
  ?	-1.3	1	-2	0.8%	-17	4	-7	-9%
- Cc1cnc(CN2CCCC(C(=O)c3ccc4c5c(cccc35)CC4)C2)[nH]1 (stereo unspecified)
  -10	-1.2	-2	-2	-1.2%	16	9	-32	-11%
- COc1ccc(N2C(=O)/C(=C/c3cccs3)NC2=S)cc1
  .	0.2	-1	-6	-1.2%	1	1	3	3%
- COc1ccc(/C(O)=C2/C(=O)C(=O)N(CCN3CCOCC3)C2c2cccnc2)cc1OC (stereo unspecified)
  -1	2.9	8	-6	14%	18	1	-10	1%
- COc1ccc(C2C3C=CCC(c4cccc(-c5ccc(C)cc5)c4)C3C(=O)N2Cc2ccccc2)cc1Cl (stereo unspecified)
  .	0.2	-3	-4	-0.1%	-4	4	10	-6%&-8%
- Cc1[nH]c2ccccc2c1N=Nc1ccc(F)cc1
  4	0.4	1	-4	-3.5%	-23	2	-13	?
- CC1CCN(S(=O)(=O)c2cccc(C(=O)N3CCN(c4ccc(F)cc4)CC3)c2)CC1
  -24	-0.8	10	-3	7.2%	-39*	4	-8	-8%
- O=C(COc1ccc(Cl)cc1)Nc1nnc(-c2ccco2)o1
  -11	0.0	3	-4	-1.5%	-13	2	4	-2%
- COC(=O)Nc1nnc(/C=C/c2ccccc2)s1
  19	-0.1	1	1	1.1%	2	2	18	4%
- N#Cc1c(-c2ccc([N+](=O)[O-])cc2)nc2n(c1=O)CCS2
  8	-0.5	-3	-5	24%	-1	1	7	-2%
- COc1ccc(C2NC(=O)c3ccccc3O2)c(OC)c1OC (stereo unspecified)
  2	0.5	7	-1	1.1%	-13	0	8	-12%
- CC(C)c1ccc(NC(=O)CSc2ncccc2C(=O)Oc2cccc([N+](=O)[O-])c2)cc1
  -23	-0.3	0	1	0.3%	-5	5	1	-9%
- CCc1nc2sc3c(=O)[nH]cnc3c2c2c1CSC(C)(C)C2
  6	0.1	1	5	18%	2	4	0	-10%
- CCOc1cccc(N(C(=O)CNC(=O)c2ccco2)C(C(=O)NCC2CCCO2)c2ccccc2)c1 (stereo unspecified)
  7	-0.2	-3	-2	-1.1%	-4	2	14	0%
- CCN1CCSc2ccc(C(=O)Nc3ccc(NC(C)=O)cc3)cc21
  -4	-0.4	0	-5	4.1%	10	-3	-7	122%[activator]
- Clc1ccc(CO/N=C2\CCCc3nonc32)cc1
  -3	0.2	-2	0	3.4%	-27	1	7	-5%
- CCCCN(CC)CCNC(=O)c1cc2c(=O)oc3ccc(C)cc3c2s1
  .	0.2	-6	0	1.5%	2	5	-15	-11%
- CCCCNC(=O)NC1(C(F)(F)F)Oc2ccccc2O1
  -3	0.1	0	1	-1.4%	7	1	3	-10%
- Cc1ccc(N2C(=O)N3[C@H](c4ccc(Br)cc4)[C@@H]4C(=O)N(C(C)(C)C)C(=O)[C@@H]4[C@]3(C)C2=O)cc1
  .	1.2	6	-1	-0.4%	-2	3	8	-9%
- Cc1ccc(C(=O)NCCn2cc(SCC(=O)N3CCOCC3)c3ccccc32)cc1
  2	0.2	-4	3	0.5%	-5	2	-7	-5%
- Cc1ccc(NC(=O)COC(=O)c2ccc3c(c2)OCCO3)cc1
  0	-0.2	-5	-3	1.7%	-13	3	4	.
- CCC(Sc1nc(C)cc(=O)[nH]1)C(=O)Nc1nnc(C)s1 (stereo unspecified)
  -4	0.4	-1	-4	-0.6%	22	-3	-17	4%
- COC(=O)c1cccc(NC(=O)c2cccs2)c1C
  7	-0.2	-3	-2	0.7%	-2	3	2	-16%
- O=C(O)COc1ccccc1/C=N/NC(=O)c1cccc(S(=O)(=O)Nc2cccc(Cl)c2)c1
  -15	0.5	8	2	-2.5%	3	1	1	-8%
- COc1ccc(CC(=O)Nc2ccc(C(N)=O)cc2)cc1
  -14	0.7	4	-2	-3.3%	-7	2	-9	-1%
- CCOC(=O)C1CCCN(C(=O)Cn2ncc3c4ccccc4n(Cc4ccccc4)c3c2=O)C1 (stereo unspecified)
  -3	-2.6	2	-2	-0.9%	8	7	21	172%[activator]
